IDE cell activ: activators of human insulin-degrading enzyme in cells; activation, % at 5.96 µM; AID 493087; 340,000 compounds, 0.073% hits; HEK cells, FAbeta-B cleavage, fluorescence polarization; 0% vehicle, 100% cell-free pure enzyme wells;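 active means activation above the mean of all tested compounds plus 3 SD, set per screening campaign, cut at about 17% in these data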
IMP-1 inh: blocks Pseudomonas aeruginosa IMP-1 metallo-beta-lactamase. purified IMP-1, nitrocefin hydrolysis, epi-absorbance fluorescence. inhibition, % at 5.6 µM. 290,000 compounds, 0.45% hits;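 active means inhibition above the mean plus 3 SD of all compounds in the same screening run, cut at about 4.5% in these data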;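 further: 0% = IMP-1 with DMSO and 100% = DMSO wells lacking enzyme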
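System: Purified recombinant IMP-1 metallo-beta-lactamase enzyme | Measured by: Fluorescence quenching readout, ex 480/em 530 nm | Replication: Singlicate | Incubation: 15 min preincubation plus 25 min reaction at 25 °C | Evaluation: Percent inhibition from optical density relative to buffer-blank wells | Benchmarks: DMSO with and without IMP-1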
p-CIP stab down: compounds decreasing mouse p/CIP protein stability. Q05BA5. F442A p/CIP-EGFP cells, EGFP fluorescence, 16 h. decrease of EGFP signal, % at 10 µM. 290,000 compounds, 0.01% hits. AID 1984;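 active means EGFP signal decrease of at least 30% at 10 µM or well 3 SD below plate mean, unless failing retest; inactive means the rest, including hits failing retest or dose response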; further: some compounds called inactive have numbers as strong as hits; many of its hits are not listed in these tables
VIM-2 inh: inhibitors of Pseudomonas aeruginosa VIM-2 metallo-beta-lactamase; inhibition, % at 5.6 µM; AID 1527; 290,000 compounds, 0.89% hits; purified VIM-2, nitrocefin hydrolysis, epi-absorbance fluorescence;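 active means inhibition above the mean of all tested compounds plus 3 SD, cutoff set per screening run, cut at about 7.5% in these data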;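 further: red hydrolysis product quenches plate fluorescence so inhibitors raise well fluorescence; 0% = enzyme with DMSO and 100% = DMSO without enzyme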
DNA FID counter: fluorescent intercalator displacement, NS3 helicase counter-screen; 290,000 compounds, 0.17% hits; DNA fluorescent intercalator displacement, fluorescence; AID 1845; inhibition, % at 7.9 µM; in the data active means inhibition above about 37%;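 further: 0% = vehicle and 100% = reference compound; higher means more ethidium bromide displaced from hairpin DNA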
PHOSPHO1 inh: inhibitors of human PHOSPHO1 phosphatase | Q8TCT1 | recombinant PHOSPHO1, absorbance phosphatase assay | inhibition, % at 13.3 µM | 290,000 compounds, 1.1% hits | AID 1565; in the data active means inhibition above about 60%
Target sequence (Q8TCT1 whole entry, looked up): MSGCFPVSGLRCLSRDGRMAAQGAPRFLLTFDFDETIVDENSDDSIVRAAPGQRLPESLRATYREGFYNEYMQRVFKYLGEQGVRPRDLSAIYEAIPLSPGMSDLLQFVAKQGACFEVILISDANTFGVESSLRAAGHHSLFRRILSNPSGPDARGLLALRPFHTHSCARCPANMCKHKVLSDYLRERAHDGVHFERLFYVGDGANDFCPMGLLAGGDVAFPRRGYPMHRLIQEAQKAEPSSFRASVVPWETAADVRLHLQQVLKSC
MEKK3 PB1 HTS: modulators (inhibitors or enhancers) of MEK5 binding to human MEKK3 PB1 domain; Q99759; bead-based flow cytometry, Alexa488-MEK5 binding to MEKK3; actives lie on both sides; 0 = blocked by unlabeled MEK5, 100 = vehicle; binding response (% of control), % at 10 µM; 290,000 compounds, 1.4% hits;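 active means binding response more than 3 SD above or below the average of its plate-row segment, actives on both sides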;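 further: Alexa488 bead fluorescence after subtracting the streptavidin-only scavenger bead signal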
HCV NS3 hel inh: inhibitors of Hepatitis C virus NS3 helicase | NS3 helicase DNA unwinding, Cy5 molecular beacon fluorescence | inhibition, % at 10.9 µM | 290,000 compounds, 0.56% hits | AID 1800;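 active means inhibition above the mean of all tested compounds plus 3 SD, set per campaign, cut at about 35% in these data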;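 further: 0% = DMSO wells and 100% = thioflavine S control wells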
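System: HCV NS3 helicase fragment; control set: DMSO and thioflavine S; technique: Cy5 fluorescence at 0 and 60 min, beacon hairpin quenching; reagent: beacon DNA duplex substrate plus ATP; replicates: singlicate; schedule: 1 h reaction at 25 °C, ATP-initiated; medium: MOPS buffer pH 6.5 with MgCl2, DTT, Tween20, BSA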
SUMO HTRF inh: SUMOylation inhibition. P63279. HTRF SUMOylation assay, SAE1/SAE2 + UBC9, in vitro. inhibition, % at 35 µM. 290,000 compounds, 0.36% hits. AID 2006; in the data active means inhibition above about 50%, passing the limit was not always enough; further: strong numbers were not always called active
Target sequence (P63279 whole entry, looked up): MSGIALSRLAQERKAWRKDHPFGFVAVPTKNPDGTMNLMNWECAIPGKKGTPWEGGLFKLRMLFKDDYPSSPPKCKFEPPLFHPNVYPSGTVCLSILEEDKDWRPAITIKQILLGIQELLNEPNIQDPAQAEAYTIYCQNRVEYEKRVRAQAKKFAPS
Numbers without * were called inactive; x = no result given. Some of the compounds tested, so the mix of outcomes need not match the whole.

#1 COc1ccc(C(F)(F)F)cc1NC(=O)c1nc2nc(C)cc(C(F)F)n2n1
#2 O=C(COC(=O)c1cccc2ccccc12)NCCCc1ccccc1
#3 CCOC(=O)c1ccc(-c2n[nH]c(=O)c3ccccc23)cc1
#4 COc1cc(CN2CCN(Cc3ccc(C)cc3)C(CCO)C2)ccc1O (configuration not stated)
#5 COc1cccc(C(=O)NC2CC3CCC(C2)N3Cc2ccccc2)c1 (configuration not stated)
#6 Cc1ccc(C(=O)O/N=C/c2c(C(F)(F)F)nn(C)c2Sc2ccc(Cl)cc2)cc1
#7 CC(C)(C)OC(=O)N/N=C\c1ccc([N+](=O)[O-])s1
#8 Cc1nc2ccccn2c1C(=O)c1ccccc1
#9 COc1cc(OC)c([N+](=O)[O-])cc1/C=N/NC(=O)c1ccncc1
#10 O=C(NCc1ccccn1)c1nc(-c2cccs2)no1

Assay by compound | 1 | 2 | 3 | 4 | 5 | 6 | 7 | 8 | 9 | 10
IDE cell activ | -1 | 8 | -2 | 0 | 7 | 3 | 0 | 2 | 11 | 0
IMP-1 inh | -1.8 | -0.6 | -2.3 | -2.9 | 0.1 | -1.7 | -1.2 | -1.6 | -2.0 | -1.1
p-CIP stab down | -3 | 0 | -19 | -3 | -13 | -4 | -5 | 2 | 13 | 2
VIM-2 inh | -3.1 | -2.3 | 0.0 | -1.6 | 1.2 | 0.7 | -3.5 | -1.5 | -3.7 | -1.4
DNA FID counter | -3 | -21 | -2 | 8 | 6 | -4 | 7 | -4 | -1 | -2
PHOSPHO1 inh | 6 | -3 | -12 | 19 | 19 | -8 | -26 | 29 | 36 | -30
MEKK3 PB1 HTS | 104 | 97 | 101 | 104 | 88 | 107 | 103 | 103 | 92 | 97
HCV NS3 hel inh | -2 | -19 | -5 | 5 | -1 | 0 | 3 | -2 | 2 | 4
SUMO HTRF inh | 25 | -15 | 12 | 10 | 1 | -12 | 12 | 1 | 12 | -8

#11 CCCCCc1nnc(NC(=O)C(=O)OCC)s1
#12 COc1ccc(NS(=O)(=O)Cc2ccccc2)cc1OC
#13 C/C(=C\c1ccccc1)CN1CCN(Cc2ccc(C)o2)C(CCO)C1 (configuration not stated)
#14 Cc1cc(=O)oc(C)c1C(=O)N1CCCCC1
#15 COc1ccc(CCNC(=O)c2coc(=O)c(Br)c2)cc1
#16 Cc1onc(-c2ccccc2)c1C(=O)N1CCCC(C(F)(F)F)C1 (configuration not stated)
#17 COc1ccc(CCn2c(N)cc(=O)[nH]c2=S)cc1OC
#18 O=C(Cc1c(Cl)cccc1Cl)OCC(=O)N1CCc2ccccc2C1
#19 C/C(=N/NS(=O)(=O)c1cc(C)ccc1C)c1c[nH]c2ccccc12
#20 CC(C)C(=O)Nc1ccc(NC(=O)c2ccc([N+](=O)[O-])cc2Cl)cc1

Assay by compound | 11 | 12 | 13 | 14 | 15 | 16 | 17 | 18 | 19 | 20
IDE cell activ | 5 | -9 | 3 | -4 | x | 0 | 9 | -2 | -2 | 4
IMP-1 inh | -2.9 | -3.2 | -3.4 | -2.8 | -1.2 | -3.2 | -2.6 | -2.8 | -5.5 | -3.3
p-CIP stab down | 5 | -15 | -12 | -24 | 0 | 9 | 1 | -6 | -11 | -6
VIM-2 inh | -2.4 | -2.2 | -4.3 | -1.0 | -2.5 | -0.6 | -3.3 | -1.4 | 1.0 | 0.1
DNA FID counter | 0 | -2 | 7 | 0 | -5 | -11 | -9 | -25 | -4 | -3
PHOSPHO1 inh | 27 | -9 | 33 | 20 | x | 27 | -14 | -9 | 46 | -9
MEKK3 PB1 HTS | 102 | 93 | 94 | 104 | 95 | 101 | 103 | 106 | 97 | 96
HCV NS3 hel inh | 7 | 2 | 4 | 8 | 6 | -1 | 1 | 2 | -17 | 0
SUMO HTRF inh | 2 | 11 | 9 | 3 | -11 | 0 | 10 | 8 | 2 | -7

#21 Cc1cccc(C)c1NC(=S)N(CCCN1CCOCC1)Cc1cccnc1
#22 CN(C(=O)Cn1nc(C(=O)O)c2ccccc2c1=O)c1ccccc1
#23 Cn1nccc1NC(=O)CC(CC(=O)O)c1ccccc1 (configuration not stated)
#24 CCOC(=O)N1CCN(S(=O)(=O)c2ccc(C(=O)Nc3nc4ccccc4s3)cc2)CC1
#25 O=C1/C(=C/c2cccs2)SC(=S)N1N1CCOCC1
#26 Fc1cccc(CN2CCCCCCC2)c1
#27 C=CCN(C(=O)Cc1cccs1)c1nc(-c2ccc(S(C)(=O)=O)cc2)cs1
#28 CC(=O)c1cnc2c(-c3ccccc3)c(C(F)(F)F)nn2c1C
#29 COC(=O)[C@H](C)NC(=O)Nc1ccc(OC)c(OC)c1
#30 COC(=O)C1=CN(Cc2ccc(OC)c(OC)c2)C=C(C(=O)OC)C1c1ccc(O)cc1

Assay by compound | 21 | 22 | 23 | 24 | 25 | 26 | 27 | 28 | 29 | 30
IDE cell activ | 1 | 0 | 6 | -3 | 2 | -3 | 2 | 0 | 3 | -1
IMP-1 inh | -1.7 | -2.1 | 3.1 | -2.6 | -2.5 | -4.0 | 5.3* | -0.1 | 2.0 | -0.8
p-CIP stab down | 8 | -4 | 1 | 5 | -4 | -22 | 3 | -18 | -2 | -3
VIM-2 inh | -1.1 | -3.2 | -1.3 | -3.6 | -1.1 | -1.4 | 0.9 | 2.5 | -1.3 | -0.4
DNA FID counter | -1 | -24 | 1 | 3 | -1 | 10 | -31 | -3 | 2 | -32
PHOSPHO1 inh | 21 | 23 | 34 | 24 | 1 | 8 | 22 | 41 | -7 | 29
MEKK3 PB1 HTS | 103 | 96 | 92 | x | 101 | 109 | 98 | 71 | 102 | 105
HCV NS3 hel inh | -6 | 3 | 10 | -15 | 9 | -1 | -12 | 20 | -2 | -17
SUMO HTRF inh | 4 | 9 | -6 | 18 | 12 | 9 | 12 | 15 | 18 | 21

#31 COCC(=O)N1CCCC(CNS(=O)(=O)c2ccc(OC)cc2)C1 (configuration not stated)
#32 Cc1nc2c(C(=O)N3CCN(c4ccccn4)CC3)cnn2c(C)c1Cc1cccc(Cl)c1
#33 CC(C)NC(=O)C1(S(=O)(=O)c2ccccc2)CC=CC1
#34 CC(=O)NC1=NN(C(C)=O)C(C)(CS(=O)(=O)c2ccc(C)c(C)c2)S1 (configuration not stated)
#35 CC(C)n1cc(CN2CCCC(C(=O)Nc3ccccc3Oc3cccnc3)C2)cn1 (configuration not stated)
#36 CC(C)C(=O)Nc1nc2c(c(=O)[nH]1)CCCC2
#37 O=[N+]([O-])c1ccc(O)c(P(=O)(c2ccccc2)c2ccccc2)c1
#38 CCOC(=O)c1cccc(NC(=O)C2CCCO2)c1 (configuration not stated)
#39 COc1ccc(NS(=O)(=O)c2ccc(NC(=S)NC(=O)/C=C/c3ccccc3)cc2)nn1
#40 CC(C)(C)NC(=O)C1CCN(c2ccc(S(=O)(=O)N3CCOCC3)cc2Cl)CC1

Assay by compound | 31 | 32 | 33 | 34 | 35 | 36 | 37 | 38 | 39 | 40
IDE cell activ | 2 | 2 | 7 | 9 | 0 | x | 5 | 1 | -4 | 5
IMP-1 inh | -3.0 | -3.4 | -3.5 | -3.4 | -2.2 | -2.1 | -3.0 | -3.3 | -3.1 | 0.2
p-CIP stab down | -12 | -14 | -1 | -3 | -6 | 10 | -12 | -5 | 6 | 4
VIM-2 inh | -1.0 | -4.3 | -2.3 | -6.1 | -2.0 | -1.8 | -3.1 | 0.0 | -0.9 | -3.6
DNA FID counter | -3 | -40 | -3 | -2 | 0 | -12 | -21 | -2 | -15 | -1
PHOSPHO1 inh | 43 | 21 | 25 | -4 | 36 | 40 | x | -14 | -8 | 28
MEKK3 PB1 HTS | 100 | 105 | 103 | 97 | 103 | 104 | 103 | 110 | 108 | 67
HCV NS3 hel inh | 3 | -23 | 4 | -2 | -6 | 1 | 7 | -3 | 4 | 7
SUMO HTRF inh | 20 | 29 | -11 | -2 | -2 | 7 | 9 | 8 | 11 | 8

#41 CC(C)OC(=O)c1cn(-c2ccccc2)nc1-c1ccc2c(c1)OCCO2
#42 CSc1ccccc1NC(=O)c1noc(C)c1[N+](=O)[O-]
#43 O=C(c1ccc(Cl)s1)N1CCN(C23CC4CC(CC(C4)C2)C3)CC1
#44 CC(C)(C)NC(=O)C(=O)NCCC1=CCCCC1

Assay by compound | 41 | 42 | 43 | 44
IDE cell activ | 3 | 3 | 3 | 2
IMP-1 inh | -3.8 | -2.1 | -1.2 | -4.0
p-CIP stab down | -3 | -3 | 2 | -10
VIM-2 inh | -0.8 | -3.3 | -0.6 | -0.2
DNA FID counter | -23 | 1 | 2 | 1
PHOSPHO1 inh | -9 | 34 | 33 | -2
MEKK3 PB1 HTS | 106 | 98 | 102 | 103
HCV NS3 hel inh | 12 | 7 | 2 | 3
SUMO HTRF inh | -7 | 11 | 19 | 4

Molecules above that contain two or more sulfur atoms (5):
#24 CCOC(=O)N1CCN(S(=O)(=O)c2ccc(C(=O)Nc3nc4ccccc4s3)cc2)CC1
#25 O=C1/C(=C/c2cccs2)SC(=S)N1N1CCOCC1
#27 C=CCN(C(=O)Cc1cccs1)c1nc(-c2ccc(S(C)(=O)=O)cc2)cs1
#34 CC(=O)NC1=NN(C(C)=O)C(C)(CS(=O)(=O)c2ccc(C)c(C)c2)S1 (configuration not stated)
#39 COc1ccc(NS(=O)(=O)c2ccc(NC(=S)NC(=O)/C=C/c3ccccc3)cc2)nn1

Assay by compound | 24 | 25 | 27 | 34 | 39
IDE cell activ | -3 | 2 | 2 | 9 | -4
IMP-1 inh | -2.6 | -2.5 | 5.3* | -3.4 | -3.1
p-CIP stab down | 5 | -4 | 3 | -3 | 6
VIM-2 inh | -3.6 | -1.1 | 0.9 | -6.1 | -0.9
DNA FID counter | 3 | -1 | -31 | -2 | -15
PHOSPHO1 inh | 24 | 1 | 22 | -4 | -8
MEKK3 PB1 HTS | x | 101 | 98 | 97 | 108
HCV NS3 hel inh | -15 | 9 | -12 | -2 | 4
SUMO HTRF inh | 18 | 12 | 12 | -2 | 11

Screening data (PubChem BioAssay)
